KB-3-1 cytotox – KB-3-1 parental cell cytotoxicity | KB-3-1 viability, CellTiter-Glo ATP luminescence, 72 h | Potency, µM (titrated, usually from 46.1 µM), inactives show at the highest dose activity change, negative = cytotoxic, usual class: cytotoxic | 400,000 compounds, 1.4% hits | AID 1347075; further: potency means the concentration at half of the fitted maximal effect; on the % scale 0 is the no-effect control and ±100 the full control effect; nearly all actives have a fitted effect of over 60% in size
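Luminescent ATP read-out (CellTiter-Glo) measures survival of drug-naive KB-3-1 cells after 72 h compound exposure at 37 °C. Titration series was screened from lowest to highest concentration, with DMSO vehicle plates as background controls.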
HEK293 tox – cytotoxic in the GLP-1 receptor inverse agonist counter-screen. Potency, µM (doses to about 38.3 µM), inactives show at the highest dose activity change, negative = inhibition, usual class: inhibitors. 410,000 compounds, 0.13% hits. AID 624418. HEK293 cAMP-luciferase reporter cells, luminescence, 24 h;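 further: loss of luciferase light is scored as toxicity; potency means the concentration at half of the fitted maximal effect; on the % scale 0 is the no-effect control and ±100 the full control effect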
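Quantitative HTS format, 1536 wells, 200 cells/uL seeded. Compounds: 23 nL, 24 h, 37 °C. Detection: luciferase reagent, luminescence at 12 min RT; decreased signal taken as cytotoxic.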
HT1080-NT tox – kills 2HG-producing HT-1080-NT fibrosarcoma cells. HT-1080-NT fibrosarcoma viability, CellTiter-Glo ATP luminescence, 48 h. 360,000 compounds, 1.6% hits. AID 686970. Potency, µM (titrated, usually from 46.1 µM), without a hit: at the highest dose activity, negative = less viability, hits mostly cytotoxic;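 further: NT is the 2HG producing partner of a matched IDH1 knockdown line; potency means the concentration at half of the fitted maximal effect; 0% = DMSO-treated cells and -100% = media-only wells without cells; nearly all actives have a fitted effect of over 55% in size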
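A 48-hour cytotoxicity screen used HT-1080-NT cells plated 2 hours before compound delivery. ATP-based CellTiter-Glo luminescence measured viability, normalized to DMSO and no-cell controls.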
KB-V1 cytotox – KB-V1 MDR subline cytotoxicity; KB-V1 MDR cells viability, CellTiter-Glo, 72 h; Potency, µM (highest dose often 46.1 µM), inactives show at the top dose activity change, negative = cytotoxicity, hits mostly cytotoxic; 400,000 compounds, 3.4% hits; AID 1347076; further: potency means the concentration at half of the fitted maximal effect; on the % scale 0 is the no-effect control and ±100 the full control effect; nearly all actives have a fitted effect of over 60% in size
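Drug-selected KB-V1 cells, grown in DMEM lacking phenol red with 10% FBS, receive compound titrations; after three days at 37 degrees C, surviving cell ATP is quantified by CellTiter-Glo luminescence and responses normalized and curve-fitted.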
MCF10A rerep – induces DNA re-replication in MCF 10a normal breast cells; 350,000 compounds, 2.9% hits; MCF 10A DNA re-replication, Hoechst nuclear intensity, 48 h; Potency, µM (titrated, usually from 46.1 µM), without a hit: at the top dose activity, positive = re-replication, hits mostly activators; further: potency means the concentration at half of the fitted maximal effect; % of control where 0% means no effect; nearly all actives have a fitted effect of over 50% in size
IL-1B inflam inh – inflammasome signaling inhibition, IL-1 beta readout; AID 743279; activity change, % at 57.5 µM; THP-1 LPS/ATP IL-1B secretion, AlphaLISA, 16 h; active compounds read low; 360,000 compounds, 4.7% hits; in the data active means activity change below about -50%; inconclusive means mostly about -30% to -49%; further: on the % scale 0 is the no-effect control and ±100 the full control effect
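Secreted IL-1B measured by AlphaLISA bead assay after 16 h compound exposure of THP-1 cells; compounds (final up to 57.5 uM) added 1 h before LPS (250 ng/mL) and ATP (1.25 mM) stimulation; lower signal means less secretion.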
SW480 rereplic – induces DNA re-replication in SW480 colon adenocarcinoma cells; SW480 DNA re-replication, Hoechst DNA content imaging, 48 h; Potency, µM (series often up to 46.1 µM), without a hit: at the top dose re-replication activation, usual class: activators; 340,000 compounds, 1.8% hits; further: potency means the concentration at half of the fitted maximal effect; % of control where 0% means no effect; nearly all actives have a fitted effect of over 55% in size
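Quantitative HTS format with DMSO vehicle controls; 48 hr drug incubation at 37 C, then 40 min Hoechst staining and scanning imager measurement at 405 nm excitation.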
HT1080 IDH1KD tx – toxicity to HT-1080 IDH1 knockdown cells (counter line); 360,000 compounds, 2% hits; HT-1080 IDH1 knockdown viability, ATP luminescence, 48 h; Potency, µM (top dose mostly 46.1 µM), inactives show at the highest dose activity, negative = toxicity, hits mostly cytotoxic;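 further: potency means the concentration at half of the fitted maximal effect; 0% = DMSO wells and -100% = cell-free medium wells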
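CellTiter-Glo luminescence after 48 h compound exposure at 37 degrees C of IDH1-knockdown HT-1080 cells in 5% FBS RPMI. %Activity scaled between DMSO wells and cell-free media wells, with curves fitted and assigned curve classes.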
DRD3 agonist – activates the human D3 dopamine receptor; P35462; D3R DiscoveRx beta-arrestin cells, luminescence, 90 min; max activation, %; 410,000 compounds, 0.58% hits; AID 652048; in the data active means max activation above about 30%; further: 0% is about no effect; mostly tested at two doses, the higher about 12 µM
Target sequence (P35462 whole entry, looked up): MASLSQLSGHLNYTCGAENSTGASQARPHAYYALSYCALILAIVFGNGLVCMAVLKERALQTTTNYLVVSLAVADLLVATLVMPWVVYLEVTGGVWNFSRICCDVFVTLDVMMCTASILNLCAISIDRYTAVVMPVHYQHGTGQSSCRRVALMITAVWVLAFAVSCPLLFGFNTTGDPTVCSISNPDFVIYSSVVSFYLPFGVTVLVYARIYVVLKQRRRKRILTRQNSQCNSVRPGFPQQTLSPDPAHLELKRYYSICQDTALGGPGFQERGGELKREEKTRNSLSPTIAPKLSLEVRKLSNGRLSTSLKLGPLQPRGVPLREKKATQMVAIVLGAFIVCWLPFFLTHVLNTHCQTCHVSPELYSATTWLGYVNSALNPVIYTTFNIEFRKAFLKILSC
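Cells at 1500/well, incubated overnight, then treated with pinned compounds (dopamine as control) for 90 min at 37 degrees C. DiscoveRx reagent added for 30 - 60 minutes at room temperature; luminescence read.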
An asterisk follows results filed as active; [ ] = remark or other dose. Unless noted, the call rests on the fitted dose curve; in most records, active means well fitted curve in the direction sought with a large enough effect; inconclusive means small, poorly fitted or top-dose-only effect, or another doubt; inactive means no such curve, though single readings can be large; an effect the other way counts as inactive or inconclusive.

For CO[C@@H]1CN(C)C(=O)c2cc(NC(=O)Nc3ccc4c(c3)OCO4)ccc2OC[C@@H](C)N(C)C[C@H]1C the results were KB-3-1 cytotox 14%, HEK293 tox 1%, HT1080-NT tox 1%, KB-V1 cytotox 11%, IL-1B inflam inh -21, HT1080 IDH1KD tx 1% and DRD3 agonist 0.
`COc1ccc(-c2nnc(Nc3ccc(OCC(N)=O)cc3)c3ccccc23)cc1` gave KB-3-1 cytotox -1%, HEK293 tox 4%, KB-V1 cytotox 3% and DRD3 agonist -4.
Screening NS(=O)(=O)c1ccc(CCNC(=O)c2cc([N+](=O)[O-])ccc2N2CCCCC2)cc1 returned KB-3-1 cytotox 2%, HEK293 tox -14%, HT1080-NT tox -12%, KB-V1 cytotox -19%, MCF10A rerep 10%, IL-1B inflam inh 8, SW480 rereplic -6%, HT1080 IDH1KD tx -12% and DRD3 agonist -2.
Screening CC(C)C(=O)N1CCN(c2ccccc2NC(=O)c2ccc3c(c2)OCCO3)CC1 returned KB-3-1 cytotox 5%, HEK293 tox 0%, HT1080-NT tox 21%, KB-V1 cytotox inconclusive, MCF10A rerep -3%, IL-1B inflam inh 10, SW480 rereplic -9%, HT1080 IDH1KD tx 23% and DRD3 agonist -11.
For CC(C)(C)c1ccc(SCC(N)=O)cc1 the results were KB-3-1 cytotox 0%, HEK293 tox -1%, HT1080-NT tox -2%, KB-V1 cytotox 18%, MCF10A rerep 12%, IL-1B inflam inh 3, SW480 rereplic -9%, HT1080 IDH1KD tx 1% and DRD3 agonist -4.
O=C(COc1ccc(Cl)cc1)NNC(=O)c1ccccc1C(=O)O was read as HEK293 tox 0%, HT1080-NT tox -2%, MCF10A rerep 2%, IL-1B inflam inh 4, SW480 rereplic 0%, HT1080 IDH1KD tx 6% and DRD3 agonist 2.
`Cc1cc(=O)oc2cc(OCC(=O)OC(C)C(=O)Nc3ccc(S(N)(=O)=O)cc3)ccc12` (stereo unspecified) gave KB-3-1 cytotox 5%, HEK293 tox -11%, HT1080-NT tox 4%, KB-V1 cytotox -20%, MCF10A rerep -5%, IL-1B inflam inh 21, SW480 rereplic inconclusive, HT1080 IDH1KD tx 6% and DRD3 agonist 6.
Clc1ccc(-c2c[n+](Cc3cccc(Cl)c3)c3n2CCC3)cc1 was read as KB-3-1 cytotox 6.5µM*, HEK293 tox -21%, HT1080-NT tox -26%, KB-V1 cytotox -8%, MCF10A rerep 17%, IL-1B inflam inh -74*, SW480 rereplic 10%, HT1080 IDH1KD tx inconclusive and DRD3 agonist -7.
Screening CCC(=O)c1ccc(OCC(=O)OCC(=O)N2c3ccccc3NC(=O)C2(C)C)cc1 returned KB-3-1 cytotox -5%, HEK293 tox 0%, HT1080-NT tox 7%, KB-V1 cytotox -14%, MCF10A rerep -13%, IL-1B inflam inh -1, SW480 rereplic -71%[inhibitor], HT1080 IDH1KD tx 4% and DRD3 agonist 4.
For CCCCCCCC(=O)NNC(=O)c1ccc(F)cc1 the results were KB-3-1 cytotox 1%, HEK293 tox 5%, HT1080-NT tox 16%, KB-V1 cytotox 9%, MCF10A rerep 0%, IL-1B inflam inh 1, SW480 rereplic -6%, HT1080 IDH1KD tx 7% and DRD3 agonist -1.
COc1ccccc1-n1cnnc1SCc1csc(-c2ccccc2)n1 was read as KB-3-1 cytotox -27%, HEK293 tox -10%, HT1080-NT tox -8%, KB-V1 cytotox -13%, MCF10A rerep -7%, IL-1B inflam inh -18, SW480 rereplic 9%, HT1080 IDH1KD tx -2% and DRD3 agonist -11.
Screening NC(c1csc(Nc2ncccn2)n1)C1CCCCC1 (stereo unspecified) returned KB-3-1 cytotox 0%, HEK293 tox 0%, HT1080-NT tox -26%, KB-V1 cytotox -1%, IL-1B inflam inh inconclusive, HT1080 IDH1KD tx -1% and DRD3 agonist -1.
`Cn1c(SCC(=O)N2CCN(c3ccccc3)CC2)nnc1-c1ccncc1` gave KB-3-1 cytotox -3%, HEK293 tox 1%, HT1080-NT tox 0%, KB-V1 cytotox -21%, MCF10A rerep 1%, IL-1B inflam inh 18, SW480 rereplic -3%, HT1080 IDH1KD tx -1%[9.24 µM] and DRD3 agonist 8.
COc1ccccc1N1CCN(C(=O)C(=O)c2c(C)[nH]c3ccccc23)CC1 was read as KB-3-1 cytotox 2%, HEK293 tox 2%, HT1080-NT tox 0%, KB-V1 cytotox -3%, MCF10A rerep -2%, IL-1B inflam inh 4, SW480 rereplic 7%, HT1080 IDH1KD tx -2% and DRD3 agonist -2.
`O=C(/C(N=Nc1cccc(C(F)(F)F)c1)=C(/O)c1cccs1)C(F)(F)F` gave KB-3-1 cytotox inconclusive, HEK293 tox inconclusive, HT1080-NT tox inconclusive, KB-V1 cytotox inconclusive, MCF10A rerep 21µM*, IL-1B inflam inh -62*, SW480 rereplic -9%, HT1080 IDH1KD tx 21µM* and DRD3 agonist -24.
For COc1ccc(NC(=O)C(C)SCc2ccccc2)cc1OC (stereo unspecified) the results were KB-3-1 cytotox -13%, HEK293 tox -7%, HT1080-NT tox 15%, KB-V1 cytotox 23µM*, MCF10A rerep 10%, IL-1B inflam inh -6, SW480 rereplic -82%[inhibitor], HT1080 IDH1KD tx 10% and DRD3 agonist 2.
`Cc1cc(C)cc(NC(=O)Nc2ccc(NC(=O)c3ccccc3O)cc2)c1` gave KB-3-1 cytotox 2%, HEK293 tox -18%, HT1080-NT tox inconclusive, KB-V1 cytotox 16%, MCF10A rerep 18µM*, IL-1B inflam inh -5, SW480 rereplic 21µM*, HT1080 IDH1KD tx -29% and DRD3 agonist -7.
COc1ccc(C(=O)NCC(=O)NCc2ccc3c(c2)OCO3)cc1[N+](=O)[O-] was read as KB-3-1 cytotox 8%, HEK293 tox -28%, HT1080-NT tox 7%, KB-V1 cytotox -2%, IL-1B inflam inh -4, HT1080 IDH1KD tx 2% and DRD3 agonist 3.
CC(=O)C1=C(O)C(=O)N(c2ccccn2)C1c1ccccc1[N+](=O)[O-] (stereo unspecified) was read as KB-3-1 cytotox 11%, HEK293 tox -10%, HT1080-NT tox 11%, KB-V1 cytotox 9%, MCF10A rerep inconclusive, IL-1B inflam inh 43, SW480 rereplic 21µM*, HT1080 IDH1KD tx 1% and DRD3 agonist 4.
For Cc1ccc(N2CC(c3nc4ccccc4n3C)CC2=O)cc1 (stereo unspecified) the results were KB-3-1 cytotox 0%, HEK293 tox 1%, HT1080-NT tox -1%, KB-V1 cytotox -1%, MCF10A rerep 8%, IL-1B inflam inh -11, SW480 rereplic -39%[inhibitor], HT1080 IDH1KD tx 14% and DRD3 agonist -9.
For Nc1cc(=O)[nH]c(SCC(=O)Nc2ncc(C(F)(F)F)cc2Cl)n1 the results were KB-3-1 cytotox -14%, HEK293 tox 8%, HT1080-NT tox -3%, KB-V1 cytotox 3%, MCF10A rerep -1%, IL-1B inflam inh 6, SW480 rereplic -6%, HT1080 IDH1KD tx -3% and DRD3 agonist 4.
For CCn1c(SCc2c(Cl)cccc2Cl)nnc1-c1nn(-c2ccccc2)ccc1=O the results were KB-3-1 cytotox 1%, HEK293 tox -24%, HT1080-NT tox -8%, KB-V1 cytotox inconclusive, MCF10A rerep 0%, IL-1B inflam inh 0, SW480 rereplic -7%, HT1080 IDH1KD tx -2%[9.24 µM] and DRD3 agonist -4.
CC1(C)C(=O)Nc2ccccc2N1C(=O)COC(=O)c1cccnc1Cl was read as KB-3-1 cytotox -6%, HEK293 tox 3%, HT1080-NT tox 12%, KB-V1 cytotox 0%, MCF10A rerep -5%, IL-1B inflam inh 9, SW480 rereplic -7%, HT1080 IDH1KD tx 8% and DRD3 agonist 5.
Screening CC(=O)Nc1scc(C)c1-c1nc2ccccc2s1 returned KB-3-1 cytotox -1%, HEK293 tox 5%, HT1080-NT tox -20%, KB-V1 cytotox -17%, MCF10A rerep 21µM*, SW480 rereplic 191%, HT1080 IDH1KD tx -26% and DRD3 agonist 8.
`CC(C)[C@H](NS(=O)(=O)c1ccccc1)C(=O)OCc1cc([N+](=O)[O-])cc2c1OCOC2` gave KB-3-1 cytotox -7%, HEK293 tox -10%, HT1080-NT tox -1%, KB-V1 cytotox 0%, MCF10A rerep 2%, IL-1B inflam inh 12, SW480 rereplic 2%, HT1080 IDH1KD tx -5% and DRD3 agonist -1.
CCOC(=O)C1=C(N)n2c(s/c(=C\c3ccco3)c2=O)=C(C(=O)OCC)C1c1ccco1 (stereo unspecified) was read as KB-3-1 cytotox 16µM*, HEK293 tox 1%, HT1080-NT tox 16µM*, KB-V1 cytotox 4.6µM*, MCF10A rerep 5.8µM*, IL-1B inflam inh 8, SW480 rereplic inconclusive, HT1080 IDH1KD tx 7.9µM* and DRD3 agonist -8.
Screening Cc1cc(C)cc(NC(=O)CCN2C(=O)c3ccccc3C2=O)c1 returned KB-3-1 cytotox -1%, HEK293 tox -3%, HT1080-NT tox 19%, KB-V1 cytotox 0%, MCF10A rerep -1%, IL-1B inflam inh -7, SW480 rereplic 0%, HT1080 IDH1KD tx 9% and DRD3 agonist -4.
For O=C(NNC(=O)C1CCN(c2ncccn2)CC1)c1ccc(F)cc1 the results were KB-3-1 cytotox 4%, HEK293 tox 2%, HT1080-NT tox 15%, KB-V1 cytotox inconclusive, MCF10A rerep -8%, IL-1B inflam inh 4, SW480 rereplic -20%, HT1080 IDH1KD tx 3% and DRD3 agonist 5.

Screens: PubChem, National Center for Advancing Translational Sciences (NCATS)
